Screening data (PubChem BioAssay)
RECQ1 helicase: qHTS Assay for Inhibitors of RecQ-Like Dna Helicase 1 (RECQ1); ATP-dependent DNA helicase Q1 (Homo sapiens), P46063; hit rate 0.54% among 240,000; RECQ1 DNA unwinding, red fluorescence kinetic read; Potency, µM (top dose mostly 57.3 µM), for inactives: at the top dose activity, negative = inhibition, actives largely listed as inhibitors;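 note: plate controls were vehicle for no effect and no enzyme for full effect; nearly all actives have a fitted effect of over 30% in size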
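RECQ1T1 50 nM; forked duplex (20 bp + 30-nt ss tails) 200 nM, ATP 2 mM final; pH 8.0, 2 mM MgCl2, 2.5 ug/ml poly(dI-dC); 15 min compound preincubation; discontinuous kinetic read over 2 h at RT.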
KDM4E inh: qHTS Assay for Inhibitors of Human Jumonji Domain Containing 2E (JMJD2E); Lysine-specific demethylase 4E (Homo sapiens), B2RXH2; hit rate 1.6% among 230,000; Potency, µM (highest dose often 57.1 µM), for inactives: top-dose activity change, negative = inhibition, hits mostly inhibitors; JMJD2E catalytic domain, FDH-coupled NADH fluorescence (FDH is formaldehyde dehydrogenase); active = well fitted inhibition curve with a large enough effect, not every such curve was filed as active; inconclusive = small, poorly fitted or top-dose-only effect, or another doubt; inactive = no such curve, though single readings can be large or run the other way;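 note: 0% = wells with enzyme and -100% = buffer wells without enzyme; nearly all actives have a fitted effect of over 50% in size; many of its hits are not listed in these tables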
Tau ThT inhib: qHTS for Inhibitors of Tau Fibril Formation, Thioflavin T Binding. recombinant tau K18 P301L (four-repeat tau fragment), heparin-induced fibrillization, ThT fluorescence. Potency, µM (highest dose often 57.4 µM), inactives show top-dose activity, negative = inhibition, actives largely listed as inhibitors. hit rate 2.1% among 270,000; note: % is set by controls: 0 for no effect and ±100 for the full control effect; nearly all actives have a fitted effect of over 55% in size
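Tau K18 P301L fragment (15 uM unlabeled plus 0.24 uM Alexa 594-labeled) in 100 mM sodium acetate pH 7 with compound, fibrillization induced by 20 uM heparin for 6 hr at 37 C. Thioflavin T (30 uM) added, fluorescence read after 1 hr (ex 450, em 510 nm).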
Luc counter: Counterscreen for Luciferase (Kinase-Glo TM) Inhibition | Kinase-Glo luciferase, ATP luminescence, 8 min | hit rate 0.28% among 200,000 | Luciferin 4-monooxygenase (Photuris pensylvanica), Q27757 | Potency, µM (highest dose often 38.3 µM), without a hit: at the top dose activity change, negative = inhibition, most hits filed as inhibitors; note: % is set by controls: 0 for no effect and ±100 for the full control effect; nearly all actives have a fitted effect of over 60% in size
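Kinase-Glo luciferase light output from ATP and luciferin was measured with 10 uM ATP, within the enzyme's linear range. Buffer: 50 mM imidazole pH 7.2, 50 mM KCl, 7 mM MgCl2, 0.01% Tween 20, 0.05% BSA; luminescence read after 8 min at ambient temperature.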
ALDH1A1 inh: qHTS Assay for Inhibitors of Aldehyde Dehydrogenase 1 (ALDH1A1); AID 1030, 2008; Purified ALDH1A1, NADH fluorescence, propionaldehyde substrate; Aldehyde dehydrogenase 1A1 (Homo sapiens), P00352; hit rate 7.3% among 220,000; Potency, µM (highest dose often 75.3 µM), inactives show at the top dose activity, negative = inhibition, usual class: inhibitors; active = well fitted inhibition curve with a large enough effect, not every such curve was filed as active; inconclusive = small, poorly fitted or top-dose-only effect, or another doubt; inactive = no such curve, though single readings can be large or run the other way;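 note: plate controls were no enzyme wells and a reference inhibitor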
LMNA splice mod: qHTS Assay for Modulators of Lamin A Splicing | AID 1487, 2009 | HeLa LMNA splicing GFP/RFP minigene ratio, 48 h | Potency, µM (series often up to 46.1 µM), without a hit: top-dose ratio change, negative = inhibition, actives largely listed as inhibitors | hit rate 0.01% among 200,000; active = well fitted inhibition curve with a large enough effect in the signal ratio, with a control signal flat, not every such curve was filed as active; inconclusive = small, poorly fitted or top-dose-only effect, or effect the other way, or a change in a side signal; the % refers to the signal ratio; note: % is set by controls: 0 for no effect and ±100 for the full control effect
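S3 HeLa stable clones carrying a lamin A-EGFP splicing minigene plus DsRed2 were seeded at 600 cells/well in Opti-MEM with 2% FBS, pin-dosed and incubated 48 h at 37°C. Acumen cytometry (488 nm) gave the GFP/RFP total-intensity ratio.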
SMN2 splice up: qHTS Assay for Enhancers of SMN2 Splice Variant Expression. HEK293 SMN2-luciferase splicing reporter, luminescence, 30-36 h. Potency, µM (doses to about 46.1 µM), for the others: at the highest dose activity change, positive = activation, hits mostly activators. hit rate 2.8% among 210,000; note: % of control where 0% means no effect; nearly all actives have a fitted effect of over 55% in size
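qHTS luciferase splicing reporter: luminescence rises when SMN2 exon 7 is included in transfected HEK293 cells. Compound exposure lasted 30-36 h at 37C, with 4.5 mM final sodium butyrate as control, followed by a ONE-Glo read.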
L3MBTL1 block: qHTS Assay for the Inhibitors of L3MBTL1. Lethal(3)malignant brain tumor-like protein 1 (Homo sapiens), Q9Y468. AlphaScreen L3MBTL1–H3K9me1 peptide binding. Potency, µM (highest dose often 57.1 µM), without a hit: at the top dose activity, negative = inhibition, actives largely listed as inhibitors. hit rate 0.66% among 230,000; note: % is set by controls: 0 for no effect and ±100 for the full control effect; nearly all actives have a fitted effect of over 60% in size
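Displacement of a biotinylated histone H3(1-15) peptide monomethylated at Lys9 (75 nM) from L3MBTL1 (50 nM) was measured by AlphaScreen after a 30 min room-temperature compound incubation; cefsulodin titration served as intraplate control.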
Active calls of the source: *; i = inactive; ? = inconclusive; . = not tested or not shown; & = joins results of further samples; [ ] = remark or other dose. Unless noted, calls come from the whole dose curve; as a rule, active = well fitted curve in the direction sought with a large enough effect; inconclusive = small, poorly fitted or top-dose-only effect, or another doubt; inactive = no such curve, though single readings can be large; an effect the other way counts as inactive or inconclusive. Potency is the fitted concentration of half-maximal effect. These rows are one share of the data. The share of hits here may be higher or lower than overall.

no.	Molecule	RECQ1 helicase	KDM4E inh	ALDH1A1 inh	LMNA splice mod	SMN2 splice up	L3MBTL1 block	Luc counter	Tau ThT inhib
1	COc1ccc(-c2cc3nc(C)cc(N4CC(C)CC(C)C4)n3n2)cc1 (configuration not stated)	-2%	?	-5%	?	-9%	5%	4%	?
2	CC(NC(=O)NC12CC3CC(CC(C3)C1)C2)C1CCCO1 (configuration not stated)	1%	2%	-1%	-14%	0%	?	0%	-2%
3	CN(CC(=O)Nc1ccc(C#N)cc1)Cc1ccc(Cl)cc1Cl	i	11%	7%	?	-25%	.	-5%	-12%
4	Cc1ccc2cccc(S(=O)(=O)N3CCN(c4ccccc4F)CC3)c2n1	2%	-4%	1%	?	-26%	-9%	5%	11%
5	CCOc1cc(CNCc2ccccn2)ccc1OCC(=O)NC(C)(C)C	3%	-20%	?	-10%	-42%[inhibitor]	-15%	3%	-10%
6	CC(c1ccco1)N(Cc1ccco1)C(=O)Nc1ccccc1 (configuration not stated)	-8%	-1%	-5%	4%	-17%	.	0%	-9%
7	C=Cc1cccc(NC(=O)COc2ccccc2)c1	-16%	3%	11%	19%	2%	8%	0%	-10%
8	COc1ccc(NC(=O)CN2C(=O)CSC(C)C2=O)c(OC)c1 (configuration not stated)	-2%	3%	-4%	-13%	-4%	-2%	0%	8%
9	O=C(CCCn1cnc([N+](=O)[O-])n1)Nc1cc(Cl)ccc1O	i	7%	6%	19%[46 µM]	?	.	2%	-3%
10	CCCC(C)NC(=O)c1sc2nc3n(c(=O)c2c1C)CCC3 (configuration not stated)	-11%	-4%	0%	.	?	-4%	-1%	5%
11	COc1cc(NS(=O)(=O)c2ccccc2)ccc1-n1nc(C)cc1C	-11%	-4%	-4%	-13%	-2%	1%	1%	4%
12	C=CCNC(=S)NNC(=O)c1ccc([N+](=O)[O-])cc1	i	7%	-4%	.	.	.	.	?
13	Cc1ccc2cc(C(c3nnnn3Cc3ccccc3)N3CCN(c4ccccc4)CC3)c(=O)[nH]c2c1 (configuration not stated)	-19%	?	25µM*	5%	?	.	-3%	?
14	N#Cc1cccc(NC(=O)Cn2c3[n+](c4ccc(C(F)(F)F)cc42)CCCCC3)c1	5%	-25%	-6%	1%	1%	4%	-4%	10%
15	CCCNC(=O)N1CCC(C(=O)c2ccc(Cl)cc2)CC1	-11%	2%	1%	-6%	-29%	8%	-1%	1%
16	CC1(C)SC2[C@H](NC(=O)C(NC(=O)N3CCNC3=O)c3ccccc3)C(=O)N2C1C(=O)O (some centres not stated)	4%	-13%	3%	-7%	-25%	-2%	1%	-8%
17	Cc1sc2nc(SCC(=O)N(C)C)[nH]c(=O)c2c1C	i	0%	-2%	-2%	25%	-3%[11.4 µM]	1%	-9%
18	O=C1NCCCC1C(=O)N/N=C/c1ccccc1 (configuration not stated)	-4%	5%	-2%	-8%	2%	-5%	-3%	-2%
19	N[C@@H](CO)c1nnc([C@H](CC(=O)O)NC(=O)C2CCNCC2)o1	2%	-21%	-2%	.	.	23%	.	-11%
20	O=C(CN1CCOCC1)Nc1ncc(Cc2cccc(Cl)c2)s1	-3%	10%	0%	-14%	-30%	-11%	-2%	6%
21	Cn1c(=O)c2c(ncn2CC(O)CO)n(C)c1=O (configuration not stated)	2%	7%&-16%	6%&8%	-1%	-41%&-11%[inhibitor]	7%	-3%&-8%	-7%&-2%
22	O=C(CCN1C(=O)CSC1=O)Nc1ccccc1	8%	-3%	2%	0%	24%	.	6%	-4%
23	CCOc1nnc(C)c2c(C)n(-c3cccc(OC)c3)nc12	-4%	-5%	4%	-2%	-7%	1%	-2%	-8%
24	Cn1nc(-c2ccccc2)cc1NC(=O)Nc1ccc(F)cc1	i	-6%	.	.	.	7%	.	5%
25	CC1=CCC2C(=O)N(c3ccc(C)c(Br)c3)C(=O)C2C1 (configuration not stated)	-18%	-4%	7%	-8%	-19%	1%	5%	6%

The final two records of the part above are carried over, then new ones follow:
no.	Molecule	RECQ1 helicase	KDM4E inh	ALDH1A1 inh	LMNA splice mod	SMN2 splice up	L3MBTL1 block	Luc counter	Tau ThT inhib
24	Cn1nc(-c2ccccc2)cc1NC(=O)Nc1ccc(F)cc1	i	-6%	.	.	.	7%	.	5%
25	CC1=CCC2C(=O)N(c3ccc(C)c(Br)c3)C(=O)C2C1 (configuration not stated)	-18%	-4%	7%	-8%	-19%	1%	5%	6%
26	O=C(O)CSCC(=O)NC1CCCc2ccccc21 (configuration not stated)	-8%	3%	.	.	.	10%	.	-3%
27	COc1ccccc1/C=N/NC(=O)c1ccc(NC(=O)c2ccccc2Br)cc1	-5%	-17%	?	?	13%	-3%	-4%	?
28	O=C(c1ccc(Br)s1)N1CCN(c2ncccn2)CC1	?	1%	0%	18%	-6%	-13%	0%	-14%
29	O=C(c1ccc(Cl)c(S(=O)(=O)N2CCCC2)c1)N1CCN(c2ncccn2)CC1	-3%	-19%	-11%	?	-23%	-2%	-1%	-4%
30	Cc1cc(-c2nnc3n2N=C(C(C)(C)C)CS3)n[nH]1	-9%	-1%	14%	-1%	5%	10%	0%	6%
31	C=CCNC(=S)NNC(=O)c1ccc(OCC(C)C)cc1	i	-5%	10%	?	-17%	.	-3%	-21%
32	O=C1C(=O)N(CCN2CCOCC2)C(c2cccnc2)/C1=C(/O)c1ccc(Cl)cc1 (configuration not stated)	i	-1%	-3%	1%[46 µM]	2%	5%	2%	-1%
33	O=C(c1ccccc1)N1CCN(c2ccc([N+](=O)[O-])c(NCC3CCCO3)c2)CC1 (configuration not stated)	i	-3%	13µM*	?	-7%	-23%	3%	?
34	COc1cc(Cl)c(C)cc1NC(=O)CNC(=O)Cn1cnc2ccccc2c1=O	-7%	3%	-4%	2%	-38%[inhibitor]	1%	3%	6%
35	COC(=O)c1ccc(COc2ccc(/C=N/Nc3cccc(C(=O)O)c3)cc2)cc1	i	-29%	.	.	.	25µM*	.	16µM*
36	Cc1cccc(C)c1NC(=S)NN(Cc1ccccc1)c1ccccc1	-23%	1%	-2%	20%	1%	.	-1%	-5%
37	Cc1ccc2nsnc2c1S(=O)(=O)N1CCN(Cc2ccc3c(c2)OCO3)CC1	-1%	-1%	0%	-22%	-11%	-5%	3%	-15%
38	COC(=O)C1(C)Nc2ccccc2C(=O)N1c1ccccc1OC (configuration not stated)	1%	?	?	5%	-25%	5%	1%	-6%
39	COc1ccc(COC(=O)c2nc3nc(C)cc(C)n3n2)cc1F	11%	3%	?	15%	1%	-11%	0%	-6%
40	CCN(C(=O)COc1cc(=O)n(CC)c2ccccc12)c1cc(Cl)ccc1OC	-2%	2%	5%	-13%	-7%	.	16%	-26%
41	CCCn1c2ccccc2c2nc3ccccc3nc21	-2%	-23%	-11%	?	1%	.	2%	?
42	O=C(COc1ccc(Br)cc1)N1CCc2ccccc2C1	i	5%	-4%	.	-4%	20%	-2%	?
43	COc1ccc(NC(=O)[C@H](CCS(C)(=O)=O)N2Cc3ccccc3C2=O)c(OC)c1	-6%	-10%	3%	11%	-20%	.	0%	-11%
44	CCCCC(c1nnnn1CC1CCCO1)N1CCN(c2cccc(C)c2C)CC1 (configuration not stated)	-10%	-9%	-12%	-23%	2%	.	-2%	-16%
45	Cc1cc(C)c2cc(CN(Cc3ccc4c(c3)OCO4)Cc3nnnn3Cc3ccco3)c(=O)[nH]c2c1	-22%	?	4.5µM*	6%	-7%	-4%[11.4 µM]	1%	-10%
46	O=C(COC(=O)[C@@H]1CC(O)CN1S(=O)(=O)c1ccccc1[N+](=O)[O-])c1ccccc1 (some centres not stated)	i	-7%	?	-7%[46 µM]	13%	-4%	3%	11%
47	CC1Cc2cc(/C(O)=C3\C(=O)C(=O)N(CCN4CCOCC4)C3c3ccccc3F)ccc2O1 (configuration not stated)	7%	-1%	-4%	0%	-23%	3%	1%	-13%
48	COC(=O)c1c(C(=O)OC)n(CCCN)c2ccc(C)cc12	3%	?	?	2%	-16%	9%[11.4 µM]	-3%	-2%
49	CC(C)(C)NC(=O)C(c1ccc(O)cc1)N(Cc1ccco1)C(=O)Cn1nnc(-c2cccs2)n1 (configuration not stated)	-9%	0%	?	-21%	-5%	-4%	2%	-11%
50	[O-]/[N+](=C/c1ccc(F)cc1)c1ccc(Cl)cc1	i	3%	6.3µM*	-3%	11%	.	-4%	32µM*
51	Cc1cc(-c2n[nH]c(=S)n2/N=C/c2cc([N+](=O)[O-])ccc2Cl)n[nH]1	-5%	-10%	?	-16%	-5%	-4%	-2%	-18%
52	COc1cccc(/C=C/C(=O)NCc2cn3cc(Cl)ccc3n2)c1OC	i	?	-11%	5%[46 µM]	7%	-1%	-2%	-13%
53	CCOc1ccc(N(C(=O)c2cnsn2)C(C(=O)NC2CCCCC2)c2ccncc2)cc1 (configuration not stated)	-6%	-22%	-8%	1%	-8%	-4%	6%	-6%
